D3 antag – blocks the human D3 dopamine receptor; P35462; D3R cells, DiscoveRx beta-arrestin luminescence, antagonist mode; stronger effect = lower value; max response, negative = inhibition, %; 360,000 compounds, 2.5% hits; AID 652054; in the data active = max response below about -50%; inconclusive = no clear call, values can overlap the other calls; also: % is scaled to controls: 0 for no effect and ±100 for the full control effect; mostly tested at two doses, the higher about 12 µM
Target sequence (P35462 whole entry, looked up): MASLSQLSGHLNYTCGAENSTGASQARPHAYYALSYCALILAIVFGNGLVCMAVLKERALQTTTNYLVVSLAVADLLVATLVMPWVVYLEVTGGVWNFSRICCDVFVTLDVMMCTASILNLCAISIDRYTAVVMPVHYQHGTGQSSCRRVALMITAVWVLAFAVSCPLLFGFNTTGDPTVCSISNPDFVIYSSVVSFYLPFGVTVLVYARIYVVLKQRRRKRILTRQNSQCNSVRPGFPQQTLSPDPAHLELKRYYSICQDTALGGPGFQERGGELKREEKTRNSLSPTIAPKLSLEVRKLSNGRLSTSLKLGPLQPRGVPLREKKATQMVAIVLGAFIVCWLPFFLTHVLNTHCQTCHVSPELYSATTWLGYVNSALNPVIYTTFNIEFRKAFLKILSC
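Cells expressing the human receptor were seeded at 1500 cells/well, incubated overnight at 37 degrees C in 5% CO2, then exposed to library compounds with dopamine controls for 90 minutes at 37 degrees C before luminescent detection.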
pAkt inh – inhibitors of Akt phosphorylation | Neuro2A IGF-stimulated pAkt S473 HTRF, 20 min; stronger effect = lower value | activity change, % for hits at 50 µM | 360,000 compounds, 0.32% hits | AID 651550; in the data active = activity change below about -80%; inconclusive = mostly about -51% to -80%; also: % is scaled to controls: 0 for no effect and ±100 for the full control effect
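Neuro2A cells (4,500/well, DMEM with 0.5% FBS) were treated with compound at a single 50 µM final concentration, stimulated with 6 nM IGF for 20 min at 37 °C, and lysed. Phospho-Akt Ser473 was read by HTRF as 665/615 ratio ×10^4.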
GLP1R ag – agonists of human GLP-1 receptor; 380,000 compounds, 0.007% hits; Potency, µM (doses to about 45.6 µM), inactives show top-dose activation, hits mostly activators; AID 624172; HEK293 GLP-1R CRE-luciferase, luminescence, 4-6 h; cells express a hypersensitive GLP-1R form; also: potency is read from the fitted curve at half-maximal effect; % of control where 0% means no effect
PTHR1 agonist – activates the human parathyroid hormone receptor PTHR1 | HEK293 GP2 PTHR1 cells, GloSensor cAMP luminescence, 1 h | Potency, µM (titrated, usually from 115 µM), without a hit: at the top dose activation, hits mostly activators | 410,000 compounds, 0.075% hits | AID 743266; also: potency is read from the fitted curve at half-maximal effect; nearly all actives have a fitted effect of over 55% in size; some results filed as inactive show a strong effect at the top dose; inactives centre near -15; many of its hits are not listed in these tables
Target sequence (Q03431 whole entry, looked up): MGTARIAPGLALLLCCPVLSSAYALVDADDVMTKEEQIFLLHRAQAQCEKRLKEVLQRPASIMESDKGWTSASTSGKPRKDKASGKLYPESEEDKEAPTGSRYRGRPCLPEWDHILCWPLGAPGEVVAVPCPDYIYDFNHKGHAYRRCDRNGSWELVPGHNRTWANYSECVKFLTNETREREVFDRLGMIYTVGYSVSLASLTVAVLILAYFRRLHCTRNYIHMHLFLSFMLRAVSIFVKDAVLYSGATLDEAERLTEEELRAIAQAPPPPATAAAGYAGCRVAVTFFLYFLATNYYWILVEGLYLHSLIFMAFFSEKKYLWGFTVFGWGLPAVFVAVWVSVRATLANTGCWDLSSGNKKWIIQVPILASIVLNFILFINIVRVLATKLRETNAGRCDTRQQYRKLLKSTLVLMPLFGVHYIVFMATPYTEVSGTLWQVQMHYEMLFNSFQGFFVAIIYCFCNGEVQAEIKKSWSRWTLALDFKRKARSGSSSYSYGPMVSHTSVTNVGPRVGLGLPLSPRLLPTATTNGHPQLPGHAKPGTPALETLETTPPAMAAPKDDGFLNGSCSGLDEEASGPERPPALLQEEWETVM
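HEK-293-derived GP2 cells expressing PTHR1 and a GloSensor cAMP reporter, 3,000/well, plated overnight, given luciferin plus IBMX (each 0.5 mM as added) for 1 h at 37 °C, then compound for 1 h at 37 °C. Luminescence was read after 15 min at room temperature.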
TDP43 rescue – inhibitors of TDP-43 toxicity in yeast. TDP-43 expressing yeast growth rescue, BacTiter-Glo, 24 h. Potency, µM (highest dose often 46.1 µM), for the others: at the highest dose growth rescue (activation), usual class: activators. 410,000 compounds, 1.8% hits. AID 652104; also: potency is read from the fitted curve at half-maximal effect; % of control where 0% means no effect; nearly all actives have a fitted effect of over 50% in size
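Yeast expressing TDP-43 (pregrown in raffinose, seeded at OD600=0.02 in galactose medium) exposed to compounds 24 hr at 30 deg C. Growth read by BacTiter-Glo luminescence; rescue of toxicity appears as increased signal.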
FUS suppressor – FUS proteinopathy suppression in yeast. S. cerevisiae FUS-expressing, growth rescue, OD600, 24 h. Potency, µM (highest dose often 76.6 µM), inactives show at the highest dose growth rescue (activation), actives largely listed as activators. 390,000 compounds, 0.24% hits;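 also: potency is read from the fitted curve at half-maximal effect; plate controls were DMSO vehicle for no effect and reference control for full effect; nearly all actives have a fitted effect of over 55% in size; some results filed as inactive show a strong effect at the top dose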
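Compound concentration series was pinned onto galactose-induced FUS-expressing yeast seeded at OD 0.005. Plates sat 24hr at 30C; absorbance at 600 nm gave growth. DMSO served as background control.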
GLP1R inv ag – inverse agonists of human GLP-1 receptor; P43220; AID 624417; Potency, µM (doses to about 38.3 µM), without a hit: top-dose activity change, negative = inhibition, hits mostly inhibitors; HEK293 GLP-1R CRE-luciferase, luminescence, 24 h; GLP-1R form is constitutively active; 410,000 compounds, 1.6% hits; also: potency is read from the fitted curve at half-maximal effect; % is scaled to controls: 0 for no effect and ±100 for the full control effect; nearly all actives have a fitted effect of over 55% in size
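Stable HEK293 clone (constitutively active GLP-1R + cAMP-response luciferase); 200 cells/uL plated, 12 h pre-culture, compound 24 hr, 37 deg C/5% CO2; detection reagent 12 min RT; luminescence.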
Abeta rescue – compounds reversing amyloid beta toxicity in yeast. yeast expressing A-beta42, growth rescue, OD600, 48 h; response scale: 0% DMSO, 100% iron-clioquinol control. Potency, µM (series often up to 46.1 µM), for the others: at the top dose growth rescue, most hits filed as activators. 410,000 compounds, 0.063% hits; also: potency is read from the fitted curve at half-maximal effect; nearly all actives have a fitted effect of over 55% in size
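Growth rescue measured by 600 nm absorbance after 48 h yeast culture at 30 C with compound. Values normalized between DMSO and an equimolar ferric chloride plus clioquinol control.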
aSyn rescue – alpha-synuclein toxicity inhibition in yeast; Yeast expressing alpha-synuclein, growth rescue, BacTiter-Glo, 24 h; Potency, µM (doses to about 46.1 µM), without a hit: top-dose growth rescue (activation), most hits filed as activators; 370,000 compounds, 0.14% hits; AID 652106; also: potency is read from the fitted curve at half-maximal effect; % of control where 0% means no effect; nearly all actives have a fitted effect of over 65% in size
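Galactose-induced alpha-syn yeast (OD600=0.02, raffinose-pregrown) + pinned cpd, 24 hr, 30 deg C; growth by BacTiter-Glo luminescence. Growth restoration scores as activation.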
* marks the source's active call; other numbers are inactive results; i = inactive; ? = inconclusive; · = no result given; [ ] = dose if it differs, or a comment. Unless noted, calls follow the shape of the dose curve; as a rule, active = well fitted curve in the direction sought with a large enough effect; inconclusive = small, poorly fitted or top-dose-only effect, or another doubt; inactive = no such curve, though single readings can be large; an effect the other way counts as inactive or inconclusive.

| structure | D3 antag | pAkt inh | GLP1R ag | PTHR1 agonist | TDP43 rescue | FUS suppressor | GLP1R inv ag | Abeta rescue | aSyn rescue |
| --- | --- | --- | --- | --- | --- | --- | --- | --- | --- |
| CCCCn1nnnc1C1(C)CCC(=O)N1c1ccc(N2CCOCC2)cc1 (stereo not given) | 9 | i | -2% | i | 8% | 3% | 18% | -11% | -8% |
| Cn1c(SCc2ccc(Cl)cc2)nnc1-c1ccc2nonc2c1 | -4 | i | -5% | i | 12% | 6% | 8% | -9% | 4% |
| COc1ccccc1NC(=O)C1=C(C)Nc2nc(CCCO)nn2C1c1ccc2c(c1)OCO2 (stereo not given) | 0 | i | 4% | ? | 11% | 1% | 4% | 21% | 4% |
| Cc1ccc(S(=O)(=O)CCC(=O)OCc2nc(N)nc(Nc3ccccc3C)n2)cc1 | 15 | i | 0% | i | 1% | 10% | 6% | -1% | 4% |
| CCCSc1cc(N2CCOCC2)nc(-c2ccccc2Cl)n1 | 17 | i | 8% | -9%[57.5 µM] | ? | 25% | 10µM* | -8% | 20% |
| COc1ccc(N2CCN(C(=O)CCNS(=O)(=O)c3ccc4c(c3)CCN4C(=O)C3CC3)CC2)cc1 | · | · | -5% | -10% | 5% | 23% | 5% | -14% | -8% |
| CC/C(=C\c1ccc(Cl)cc1)c1ccncc1 | -17 | i | 2% | 3% | 11% | · | 12% | -4% | 1% |
| COc1cc(C(=O)C(=O)c2ccc(OC)c(OC)c2)ccc1O | 6 | i | 17% | -1% | -13% | 21% | 47%[activator] | -10% | -7% |
| CC(=O)N1CCN(CC(C)(C)NS(=O)(=O)c2ccccc2)CC1 | 0 | i | -5% | -7% | 5% | -11% | -5% | 0% | -6%[1.84 µM] |
| CC(Oc1ccccc1)C(=O)Nc1ccc(C(=O)OCc2cc(=O)n3ccsc3n2)cc1 (stereo not given) | · | · | · | -33%[inhibitor] | 20µM* | ? | -8% | -16% | · |
| CC(C)(C)C(=O)NC(NC(=S)Nc1ccc(S(N)(=O)=O)cc1)C(Cl)(Cl)Cl (stereo not given) | 15 | i | -19% | i | -12% | · | ? | 2% | -12% |
| CN1CCC(NC(=O)c2cc(-c3cccc(Br)c3)nc3ccccc23)CC1 | -28 | i | 12% | i | -8% | 13% | ? | 3% | -1% |
| CC(=O)Nc1ccc(N/C=C/C(=O)c2ccc(Cl)cc2)cc1 | -2 | i | -5% | -19% | 11% | 12% | -13% | -17% | 12% |
| COc1ccc(CCNC(=S)Nc2cccc3ccccc23)cc1 | 13 | i | 0% | i | ? | · | -3% | 0% | -29% |
| Cc1cccc(N(C)S(=O)(=O)c2ccc3[nH]c(=O)c(=O)[nH]c3c2)c1 | -16 | i | -10% | 29% | -21% | -3% | 0% | -5% | 1% |
| COc1cc(C2N(C)C(=O)c3ccccc3N2C)ccc1O (stereo not given) | 12 | i | -2% | -6% | 1% | 11% | 1% | -2% | 0% |
| COc1cccc(C2CC(=O)Nc3c2c(=O)nc2c(C)cccn32)c1OC (stereo not given) | · | · | · | i | 25%[9.22 µM] | -6% | 8% | -8% | · |
| OCCC1CN(Cc2ccsc2)CCN1C1CCCC1 (stereo not given) | -21 | i | 10% | -5% | 8% | -23% | -23% | 7% | -7% |
| O=S(=O)(Nc1ccc(NS(=O)(=O)c2ccccc2)c(Cl)c1)c1ccccc1 | -1 | i | 0% | i | -28% | 19% | -19% | -17% | -5% |
| CCC(C)(C)NC(=O)c1ccc2c(c1)N(CC(=O)NC1CCCC1)C(=O)C(C)(C)O2 | -62* | i | 3% | -2% | -8% | 19% | 8% | 2% | -4% |
| COc1cc(NC(=O)c2ccc(-n3cnc4cccnc43)cc2)cc(OC)c1 | · | · | 7% | i | 4% | -1% | -29% | -17% | 12% |
| CN(C)Cc1cn(CC[C@@H]2CC[C@@H](NC(=O)Nc3ccccc3F)[C@@H](CO)O2)nn1 | -6 | i | · | -1% | 9% | -6% | 8% | 1% | 6% |
| O=S1(=O)C[C@H](N2CCC(Cc3ccccc3)CC2)[C@@H](COCc2ccccc2)N1 | 7 | i | -1% | -20% | 21% | -4% | -16% | 4% | 5% |
| S=c1[nH]nc(-c2cc(-c3ccco3)[nH]n2)n1-c1cccc2ccccc12 | 31 | i | 0% | ? | 9% | ? | 4% | 18% | 13% |
| O=C(/C=C/c1cccc([N+](=O)[O-])c1)NCCSCc1ccco1 | -18 | i | 8% | i | 14% | 9% | 6% | -8% | -7% |
| Cn1c(=S)n(C)c2ccccc21 | 23 | i | -2% | -19% | 9% | -3% | 6% | 1% | -1% |
| O=S(=O)(NCC(O)c1ccccc1)c1ccc(-c2ccccn2)s1 (stereo not given) | 2 | i | 6% | -3% | -10% | 15% | ? | 2% | 1% |
| Nc1c(-c2ccccc2)cnc2c(-c3ccccc3)cnn12 | 0 | i | -1% | -43% | 16% | -15% | 4% | -12% | 5% |
| C/C(=N\NC(=O)c1cc(-c2cccc(OC(C)C)c2)nc2ccccc12)c1cccnc1 | 33 | i | 0% | -3% | 4% | 28% | ? | 11% | -1% |
| Cc1cc(C(=O)COC(=O)C2=COCCO2)c(C)n1-c1ccccc1 | 23 | i | -23% | -29% | 0% | · | -76% | -10% | 7% |

Sorted by length of the SMILES (high to low): some entries from above
| structure | D3 antag | pAkt inh | GLP1R ag | PTHR1 agonist | TDP43 rescue | FUS suppressor | GLP1R inv ag | Abeta rescue | aSyn rescue |
| --- | --- | --- | --- | --- | --- | --- | --- | --- | --- |
| CN(C)Cc1cn(CC[C@@H]2CC[C@@H](NC(=O)Nc3ccccc3F)[C@@H](CO)O2)nn1 | -6 | i | · | -1% | 9% | -6% | 8% | 1% | 6% |
| O=S1(=O)C[C@H](N2CCC(Cc3ccccc3)CC2)[C@@H](COCc2ccccc2)N1 | 7 | i | -1% | -20% | 21% | -4% | -16% | 4% | 5% |
| Cc1cccc(N(C)S(=O)(=O)c2ccc3[nH]c(=O)c(=O)[nH]c3c2)c1 | -16 | i | -10% | 29% | -21% | -3% | 0% | -5% | 1% |
| O=C(/C=C/c1cccc([N+](=O)[O-])c1)NCCSCc1ccco1 | -18 | i | 8% | i | 14% | 9% | 6% | -8% | -7% |
| Cc1cc(C(=O)COC(=O)C2=COCCO2)c(C)n1-c1ccccc1 | 23 | i | -23% | -29% | 0% | · | -76% | -10% | 7% |
| COc1cc(C(=O)C(=O)c2ccc(OC)c(OC)c2)ccc1O | 6 | i | 17% | -1% | -13% | 21% | 47%[activator] | -10% | -7% |
| Cn1c(=S)n(C)c2ccccc21 | 23 | i | -2% | -19% | 9% | -3% | 6% | 1% | -1% |

(next part)
| structure | D3 antag | pAkt inh | GLP1R ag | PTHR1 agonist | TDP43 rescue | FUS suppressor | GLP1R inv ag | Abeta rescue | aSyn rescue |
| --- | --- | --- | --- | --- | --- | --- | --- | --- | --- |
| CCOc1ccc(C(=O)c2cn(CC(=O)Nc3ccc(Cl)cc3)c3cc4c(cc3c2=O)OCCO4)cc1 | · | · | 1% | i | -3% | 2% | 1% | -12% | · |
| COc1ccc(/C=N/NC(=O)C(=O)NCC2CCCO2)cc1 (stereo not given) | -8 | i | -5% | i | -10% | · | 3% | 5% | 1% |
| CC(Sc1nc2c(c(=O)[nH]1)CCCC2)C(=O)Nc1ccc(S(N)(=O)=O)cc1 (stereo not given) | 9 | i | 7% | i | 0% | -2% | 6% | -3% | 3% |
| COc1ccc(S(=O)(=O)N(C)C[C@@H]2Oc3ccc(NS(C)(=O)=O)cc3C(=O)N([C@@H](C)CO)C[C@H]2C)cc1 | -8 | i | 0% | i | 16% | 16% | 8% | 18% | 7% |
| Cc1ccccc1C(=O)OCCN1CCOCC1 | 71 | i | 1% | -9% | 18% | · | 0% | 8% | 6% |
| CCCCc1ccc(NC(=S)NCCO)cc1 | 8 | i | 9% | -10% | 25% | 8% | -8% | 8% | -1% |
| CC(C)NC(=O)C(Cc1ccccc1)N1C(=O)c2ccccc2C1=O (stereo not given) | 0 | i | -6% | i | -4% | -10% | 15% | 8% | 0% |
| CC(C)(C)C(=O)NCCc1nc2ccccc2n1CCCCOc1ccccc1 | · | · | · | -5% | 9% | 9% | ? | 7% | · |
| COc1ccc(NS(=O)(=O)c2cccc(C(=O)NCc3ccccc3CN3CCOCC3)c2)cc1 | 3 | i | -1% | -1% | -23% | 4% | -17% | -14% | -6% |
| COc1ccc(S(=O)(=O)NNC(=O)c2ccc(-n3c(C)ccc3C)cc2)cc1 | 3 | i | 6% | i | -14%[1.82 µM] | 33% | 20% | 2% | -2% |
| CCOc1ccc(Nc2nc(N)c([N+](=O)[O-])c(N3CCN(C)CC3)n2)cc1 | 2 | i | 20% | -2% | 1% | -20% | 11% | -12% | 2% |
| O=C(c1cccn1-c1nnc(N2CCCC2)s1)N1CCN(c2ccc(Cl)cc2)CC1 | · | · | · | -84%[inhibitor] | -26% | 44% | 8% | -25% | · |
| Cc1cc2oc(C(=O)N3CCN(CCc4ccccn4)CC3)c(C)c2cc1C | -15 | · | -1% | -11% | -11% | -14% | ? | -4% | 0% |
| C/C(CC(=O)Nc1cccc(C(F)(F)F)c1)=N\NC(=O)c1cnccn1 | 10 | i | 13% | i | 28% | -4% | ? | 16% | 3% |
| COc1ccc(-n2nc(C(=O)NCC(=O)N3CCOCC3)c3ccccc3c2=O)cc1OC | 2 | i | 9% | i | -11% | 3% | 16% | 3% | -5% |
| CN1C(=O)N(CC(=O)N2CCN(c3ccccc3F)CC2)C(=O)C12CCCCC2 | 24 | i | 6% | i | 17% | 1% | 8% | -6% | -10% |

This is a subset; rates above refer to the full screens.
